# Assay outcomes (PubChem)
# MsrA inhibitor – bovine MsrA inhibition; purified bovine MsrA, absorbance read-out; inhibition, % at 15.5 µM; 360,000 tested, 0.75% active; AID 651718; in the data active = inhibition above about 4.5%;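 note: 0% = vehicle wells with enzyme and 100% = reference inhibitor wells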
# Rpn11 block – inhibitors of human proteasome Rpn11; AID 588493; human 26S proteasome, Ub4-pepOG fluorescence polarization; 20S core pre-blocked with epoxomicin; calls only at 20 µM; 360,000 tested, 0.59% active; O00487;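 active = inhibition at 20 µM, scaled to each plate's controls, above about 33%, limit read from the data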
# Scp-1 inhibitor – blocks human Scp-1 phosphatase activity. Q9GZU7. Recombinant Scp1, phosphopeptide, malachite green phosphate absorbance. inhibition, % at 20 µM. 340,000 tested, 0.88% active. AID 493091;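 active = inhibition above about 50% at 20 µM, limit read from the data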;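 note: plate controls were DMSO wells with enzyme for no effect and wells lacking enzyme for full effect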
# Target sequence (Q9GZU7 76-261 limits assumed): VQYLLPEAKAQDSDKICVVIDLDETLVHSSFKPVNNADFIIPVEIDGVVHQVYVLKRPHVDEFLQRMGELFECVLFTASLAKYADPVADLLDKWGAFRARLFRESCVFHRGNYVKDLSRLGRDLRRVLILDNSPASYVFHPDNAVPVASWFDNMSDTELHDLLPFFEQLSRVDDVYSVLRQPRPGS
#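 System: SCP-1 catalytic domain; Reagent: Phospho 17-mer peptide substrate; Doses: one concentration, 20 µM, with 1.0% DMSO; Incubation: 45 min room-temperature reaction, 5 min colour, 30 min stabiliser; Signal: Phosphate-binding colour reagent, absorbance read at 630 nm.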
# SUMO1-SIM PPI – modulators of human SUMO1-mediated protein-protein interactions | 360,000 tested, 0.33% active | P63165 | inhibition, % at 20 µM | SUMO1 binding to a labelled peptide, TR-FRET, 1 h | AID 602429; in the data active = inhibition above about 37%
# Target sequence (P63165 whole entry, looked up): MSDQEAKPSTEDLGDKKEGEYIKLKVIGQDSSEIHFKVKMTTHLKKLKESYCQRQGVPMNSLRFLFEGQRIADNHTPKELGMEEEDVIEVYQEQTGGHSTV
# NadD inh – NadD (S. aureus) enzyme inhibition; purified NadD enzyme, colorimetric absorbance read-out; inhibition, % at 20 µM; 360,000 tested, 0.78% active; AID 602399; in the data active = inhibition above about 26%; note: some compounds past the cut are filed as inactive
# DNMT1 block – DNMT1 (human) enzyme inhibition; P26358; DNMT1 molecular beacon, Hinp1I cleavage, fluorescence; inhibition (reported as % activation of signal), % at 10 µM; 360,000 tested, 0.83% active; AID 588458; in the data active = inhibition above about 50%
# STEP inh – STEP (human) phosphatase inhibition. recombinant STEP, OMFP fluorogenic substrate, fluorescence. inhibition, % at 20 µM. 360,000 tested, 0.25% active;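 active = inhibition at 20 µM, scaled per plate between control wells, above about 37%, limit read from the data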;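 note: 0% = DMSO with enzyme and substrate and 100% = substrate only without enzyme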
#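 Also added – OMFP at 25 µM · Test system – STEP tyrosine phosphatase · Technique – FITC-channel fluorescence of OMFP product · Schedule – 20 min at room temperature, dark · Evaluation – control-normalized % inhibition with plate pattern correction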
# LMPTP block – blocks human LMPTP phosphatase; 360,000 tested, 0.22% active; AID 651560; recombinant LMPTP-A, OMFP fluorogenic substrate, fluorescence intensity; P24666; inhibition, % at 20 µM;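 active = compounds that cut the enzyme signal by at least half of the control window in the single-dose screen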;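 note: plate controls were DMSO wells with enzyme plus substrate for no effect and substrate without enzyme for full effect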
# Target sequence (P24666 whole entry, looked up): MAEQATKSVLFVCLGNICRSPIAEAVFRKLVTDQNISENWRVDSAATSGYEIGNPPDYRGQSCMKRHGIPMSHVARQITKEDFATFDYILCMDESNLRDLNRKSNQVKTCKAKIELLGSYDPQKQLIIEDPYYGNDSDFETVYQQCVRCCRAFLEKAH
#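 Assay system: LMPTP-A, protein tyrosine phosphatase of low molecular weight / Medium: pH 6.0 Bis-Tris buffer with DTT and Triton X-100 / Schedule: 50 min enzyme reaction at room temperature, protected from light / Measured by: endpoint fluorescence intensity from OMFP dephosphorylation / Read-out basis: % inhibition relative to no-enzyme and uninhibited control wells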
# Tb MetRS inh – Trypanosoma brucei MetRS inhibition | purified T. brucei MetRS, ATP depletion, Kinase-Glo luminescence | inhibition, % at 11.9 µM | 360,000 tested, 0.4% active;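 active = inhibition above a per-plate cutoff of the control wells' mean inhibition plus 3 SD, cut at about 5.5% in these data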;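 note: 0% = DMSO wells median and 100% = median of wells with control inhibitor compound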
#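 Assay system: T. brucei methionyl-tRNA synthetase, purified | Medium: HEPES buffer with MgCl2, KCl, DTT, spermine, BSA, pyrophosphatase | Compound: 11.9 µM single point | Incubation: 15 min enzyme-compound preincubation, 2 h reaction, 10 min detection, 25 °C | Measured by: Kinase-Glo luciferase luminescence reporting remaining unconsumed ATP | Measure: % inhibition normalized to control-well medians | Replication: Singlicate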
# CSN deneddyl inh – inhibitors of human CSN-mediated cullin deneddylation. Q92905. Purified CSN, SCF-Nedd8-OG deneddylation, fluorescence polarization. inhibition, % at 12.5 µM. 360,000 tested, 0.38% active. AID 651999;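 active = pattern-corrected inhibition above about 35%, with an unprinted fluorescence ratio check between 0.5 and 1.5, limit read from the data, passing the limit was not always enough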;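 note: 0% = enzyme with substrate and 100% = substrate without enzyme; some results filed as inactive read as strong as hits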
# Target sequence (Q92905 whole entry, looked up, one chain of several): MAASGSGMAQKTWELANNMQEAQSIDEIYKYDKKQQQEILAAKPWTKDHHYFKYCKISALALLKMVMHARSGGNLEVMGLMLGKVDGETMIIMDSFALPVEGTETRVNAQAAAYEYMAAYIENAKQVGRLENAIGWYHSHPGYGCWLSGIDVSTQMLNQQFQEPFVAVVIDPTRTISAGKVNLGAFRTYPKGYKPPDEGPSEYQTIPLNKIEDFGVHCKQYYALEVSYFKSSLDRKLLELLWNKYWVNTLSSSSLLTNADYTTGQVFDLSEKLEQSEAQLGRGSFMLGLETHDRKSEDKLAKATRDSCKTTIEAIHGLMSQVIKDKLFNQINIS
#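 Test system: Human Csn5 produced in HEK293T cells | Compound: 12.5 µM single point | Times: 90 min, room temperature | Signal: Fluorescence polarization readout | Read-out basis: % inhibition of substrate cleavage by Csn5 | Controls: no-enzyme wells high, enzyme-with-substrate wells low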
# * marks the source's active call; other numbers are inactive results; i = inactive; x = not tested or not shown.
SMILES,MsrA inhibitor,Rpn11 block,Scp-1 inhibitor,SUMO1-SIM PPI,NadD inh,DNMT1 block,STEP inh,LMPTP block,Tb MetRS inh,CSN deneddyl inh
COc1cccc(-c2ccc(C#N)c(OC(=O)c3ccc(Cl)cc3)n2)c1,2.7,i,-3,-16,4,1,0,-0.9,-0.6,4
O=C(COC(=O)CNC(=O)c1ccco1)Nc1ccc(F)cc1,-0.8,i,-6,-3,-5,0,-2,-0.9,-0.9,-5
Cc1ccc(C(=O)Nc2cccc3cccnc23)cc1Br,0.3,i,-5,6,1,13,2,22,0.0,7
COc1cccc(CC2CC(=O)N(c3ccc4c(C)cc(=O)oc4c3)C2=O)c1 (centres undefined),-0.2,i,-7,6,-4,0,0,1.0,-0.2,-2
O=C(Nc1ccc(Cl)cc1)Nc1nnc(Cc2ccc([N+](=O)[O-])cc2)s1,0.1,i,-6,0,16,25,3,21,-0.3,4
CCCCC1=CC2=CC(=O)C(C)(OC(=O)CC)C(=O)C2=CN1CCc1c[nH]c2ccccc12 (centres undefined),0.1,i,2,-13,15,-35,5,4.1,-0.1,2
CCOC(=O)N1CCC(N2Cc3cccc(C(=O)Nc4ccc(N(CC)CC)cc4C)c3C2=O)CC1,1.1,i,-2,-5,6,-3,1,1.4,0.3,-2
COc1ccc(S(=O)(=O)NC(CC(=O)NCc2ccccc2OC)c2ccco2)cc1 (centres undefined),0.9,i,-12,-1,4,-4,-4,-0.4,-1.4,4
Cc1oc(-c2cccs2)nc1CN1CCN(C2CCCC2)C(CCO)C1 (centres undefined),0.3,i,-2,-1,-5,0,0,-0.4,0.1,6
COc1ccc(C2=CCC3CCCCN3C2)cc1OC (centres undefined),-0.5,i,-2,2,-1,1,-2,1.2,-0.3,0
CCCc1cc(=O)oc2cc(C)cc(OC(C)C(=O)NCc3cccnc3)c12 (centres undefined),0.2,i,-9,0,6,1,-1,-0.9,-0.2,-5
CCOc1ccc(NC(=O)NCC2CCN(Cc3ccc(F)cc3)CC2)cc1,-0.8,i,-10,-2,-2,2,0,-1.1,-1.1,4
CCOC(=O)/C=C/C(=O)Nc1ccc(-c2nnc3n2CCCCC3)cc1,0.9,i,-7,1,-4,-1,-2,0.1,-1.0,2
O=C(c1cccc(Br)c1)N1CCN(S(=O)(=O)N2CCCCCC2)CC1,-0.4,i,-10,-3,-10,0,-2,-0.8,-0.5,2
O=C(Nc1ccc(F)cc1F)c1cc(-c2ccc3c(c2)OCO3)on1,-0.5,i,-2,-2,12,10,1,-0.4,-0.7,-3
C#CC(=O)N(c1ccc(OC)cc1OC)C(C(=O)NC1CCCC1)c1cccs1 (centres undefined),0.8,i,7,1,9,16,0,1.5,0.6,5
COc1cc(C(=O)OCC(=O)N2CCN(S(=O)(=O)c3ccc(C)cc3C)CC2)c([N+](=O)[O-])cc1OC,0.0,i,-6,-20,-6,-2,0,1.0,-0.6,3
C=CCN1C(=O)C(CC(=O)O)SC1=Nc1ccc(C)cc1 (centres undefined),-0.7,i,-1,-3,-3,1,-3,-0.7,-0.3,-2
CC(/C=N/Nc1nc(N2CCCCC2)nc(N2CCCCC2)n1)=C\c1ccccc1,2.4,i,2,1,5,19,4,1.7,-0.2,7
COc1ccc(S(=O)(=O)N2CCN(C(=O)c3c(C)nn(-c4ccccc4)c3C)CC2)cc1,0.4,i,-8,2,0,5,-2,-0.9,-0.1,3
CCc1cccc(NC(=O)C2CCCN(c3ncnc4c3nc3n4CCCCC3)C2)c1 (centres undefined),-0.3,i,3,5,-5,-6,-2,2.4,-0.5,0
O=C(Cc1ccccc1)Nc1ccnn1C1CCN(Cc2nccs2)CC1,0.2,i,1,-2,4,-1,-3,1.1,-0.6,3
O=C(CCC1CCCCC1)Nc1c2c(nn1-c1ccc(F)cc1)CS(=O)(=O)C2,0.5,i,-6,0,-10,-2,3,-1.5,0.2,-6
O=C1Nc2ccc(Br)cc2C1=Nc1cccnc1,-0.7,i,-13,-14,6,-23,4,-0.5,0.3,0
NC(=O)c1cc(S(=O)(=O)N2CC=C(c3ccccc3)CC2)cs1,-0.2,i,11,-4,-2,2,-4,-0.7,-0.9,1
Cc1ccc(C(c2nnnn2CS(=O)(=O)c2ccc(C)cc2)N2CCN(c3ncccn3)CC2)cc1 (centres undefined),0.8,i,0,2,3,-10,0,0.9,0.0,6
Cc1cc(N2CCN(C)CC2)nc(-c2ccccc2O)n1,-0.5,i,-11,5,-9,0,0,-0.4,-0.3,1
Clc1cccc(Cl)c1/C=N/Nc1c(Cl)cncc1Cl,0.0,i,-4,4,0,-2,-3,0.6,-1.3,-4
Cc1cc(OCCCC(=O)NCCc2nnc3ccccn23)ccc1Cl,-1.8,i,2,7,-4,7,-2,0.5,-0.2,1
CCC(=O)N[C@H]1CC[C@@H](CCn2cc(C3CC3)nn2)O[C@@H]1CO,-0.4,x,x,0,x,x,x,-0.7,0.0,-2
COc1cccc(C(=O)c2ncc(C(F)(F)F)cc2Cl)c1,1.2,i,-11,2,3,-1,1,0.2,0.6,-8
CCN(CC)S(=O)(=O)N1CCC(C(=O)NCCN2CCOCC2)CC1,-1.5,i,6,3,-2,3,0,-0.3,0.1,-6
Cc1ccc(C(C)(C)NC(=O)C2CCC(=O)N(Cc3ccccc3F)C2)cc1 (centres undefined),2.0,i,19,3,-8,2,-1,-0.2,-0.4,-1
Cc1cccc(NC(=O)COc2ccccc2C(=O)NC(C)c2ccccc2)c1 (centres undefined),x,i,-5,5,-6,1,-2,3.6,0.1,-5
COC(=O)Nc1ccc(S(=O)(=O)N2CCCCCC2)cc1,-0.4,i,-3,1,3,1,-1,-1.6,-0.9,-1
C=CCNc1nc(C(=O)OCC(=O)c2ccc(OC)cc2OC)cs1,0.1,i,-8,0,-4,2,3,0.0,-0.2,1
O=C1OC(CCl)CN1Cc1ccc([N+](=O)[O-])cc1 (centres undefined),0.0,i,-6,-16,-5,1,-2,-0.1,-0.3,-1
Clc1cccc(CNc2ccn3nc(-c4ccco4)cc3n2)c1,0.5,i,x,8,0,-25,-3,0.4,0.6,10
Cc1ccc(C)c(N(CC(=O)N2CCCCCC2)S(C)(=O)=O)c1,-1.1,i,-1,-1,-1,4,-3,-2.6,-0.2,2
CCc1nnc(NS(=O)(=O)c2ccc(N)cc2)s1,-0.5,i,5,0,1,0,-1,0.2,0.1,0
COc1ccc(-c2cccc(NC(=O)c3ccco3)c2)nn1,-0.3,i,-5,10,-3,1,-3,1.9,-0.5,3
CC(=O)COc1cc(C)cc2oc(=O)cc(-c3ccccc3)c12,1.0,i,1,3,2,7,-4,0.6,-0.6,4
Cc1cccc2c(=O)c(C(=O)NCCCN3CCOCC3)c[nH]c12,0.8,i,0,-1,-4,6,3,-2.4,0.7,2
Cc1c(CCC(=O)NCCCN2CCCC2=O)c(=O)oc2cc(O)ccc12,2.7,i,4,3,0,-3,0,-2.3,0.3,1
CCC1CCCCN1C(=S)Nc1ccc(SC(F)F)cc1 (centres undefined),0.1,i,-11,-6,-3,-7,0,-0.9,0.0,1
Cc1ccc(Nc2nc(-c3c(C)nc4ncccn34)cs2)cc1,1.3,i,-1,-12,0,-1,1,0.6,0.7,1
CC(C)=N/N=C1/NC(=O)C(CC(=O)Nc2cc(Cl)ccc2C)S1 (centres undefined),0.6,i,-3,1,-2,-2,-4,-2.8,-1.1,-1
COc1ccc(OC)c(/C=C/C(=O)OCC(=O)Nc2cccc(Oc3ccccc3)c2)c1,0.4,i,-10,-1,-5,-7,-1,3.6,-0.4,-4
COc1ccc(NC(=O)c2sc(Cl)nc2-c2ccccc2)cc1,1.2,i,-15,3,-5,-3,7,0.0,-0.4,13
O=C(O)c1ccccc1NS(=O)(=O)c1ccc(NN=Cc2cccc(Cl)c2)c([N+](=O)[O-])c1,-0.2,i,-13,33,31*,35,7,83*,0.0,5
CCOC(=O)c1csc(-c2ccc([N+](=O)[O-])cc2)n1,0.6,i,-5,-33,-5,2,-3,-1.8,-0.4,-3
c1ccc(Nc2nc(Nc3ccccc3)nc(N3CCNCC3)n2)cc1,-0.2,i,3,4,4,-11,0,-1.1,-1.1,6
COc1ccc(NC(=S)NNC(=O)Cn2nc([N+](=O)[O-])cc2C)cc1,1.5,i,0,-6,-2,2,0,-2.4,-0.2,3
COCC1CCCN(Cc2nc(-c3ccc4c(c3)OCO4)no2)C1 (centres undefined),-0.1,i,-7,1,-3,-1,0,-0.8,-0.5,1
OC1(c2ccc3c(c2)OCO3)CCN(Cc2ccc(F)cc2)CC1,-2.0,i,2,4,-5,-1,2,-0.3,-0.7,-1
CCn1c2ccccc2c2cc(NC(=O)CN3CCCC3)ccc21,1.0,i,1,-1,-6,-4,0,4.6,-1.0,2
COC(=O)c1ccc([N+](=O)[O-])c(CS(=O)(=O)c2ccc(Cl)cc2)c1,-1.0,i,-11,-34,-4,1,0,-0.9,-0.7,-2
CN(CCO)c1cccc2c1S(=O)(=O)N[C@H](Cc1ccccc1)CO2,-0.6,x,x,-2,-2,x,x,-0.8,-0.1,-1
Cc1ccc(Cc2c(-c3ccc(C#N)cc3)nc3ccc(Cl)cn23)cc1,1.1,i,x,-1,6,1,-1,2.8,-0.6,11

# Some of these compounds in order of their number in SUMO1-SIM PPI, descending.
Compound	SUMO1-SIM PPI
O=C(O)c1ccccc1NS(=O)(=O)c1ccc(NN=Cc2cccc(Cl)c2)c([N+](=O)[O-])c1	33
COc1ccc(NC(=O)c2sc(Cl)nc2-c2ccccc2)cc1	3
CCn1c2ccccc2c2cc(NC(=O)CN3CCCC3)ccc21	-1

# Some values from the results shown:
# Value for CCn1c2ccccc2c2cc(NC(=O)CN3CCCC3)ccc21 under MsrA inhibitor: 1.0
# Value for COC(=O)c1ccc([N+](=O)[O-])c(CS(=O)(=O)c2ccc(Cl)cc2)c1 under CSN deneddyl inh: -2
# Value for O=C(O)c1ccccc1NS(=O)(=O)c1ccc(NN=Cc2cccc(Cl)c2)c([N+](=O)[O-])c1 under Tb MetRS inh: 0.0
